ATG4B inh: blocks human ATG4B protease cleavage of LC3 substrate; Q9Y4P1; ATG4B cleavage of LC3-PLA2, NBD-HPC fluorescence, 1 h; inhibition, % at 8.33 µM; 0.51% of 340,000 active; in the data active = inhibition above about 40%
Target sequence (Q9Y4P1 whole entry, looked up): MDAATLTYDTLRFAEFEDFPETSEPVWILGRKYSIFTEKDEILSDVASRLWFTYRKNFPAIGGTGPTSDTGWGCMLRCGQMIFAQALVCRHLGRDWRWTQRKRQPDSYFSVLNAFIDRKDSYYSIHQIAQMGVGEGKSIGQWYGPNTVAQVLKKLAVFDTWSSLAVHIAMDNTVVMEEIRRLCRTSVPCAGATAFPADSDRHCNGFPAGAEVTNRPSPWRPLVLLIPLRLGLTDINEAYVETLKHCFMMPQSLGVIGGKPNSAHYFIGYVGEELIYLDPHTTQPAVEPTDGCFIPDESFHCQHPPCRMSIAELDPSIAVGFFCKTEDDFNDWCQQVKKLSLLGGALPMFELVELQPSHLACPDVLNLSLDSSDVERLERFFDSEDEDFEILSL
mIAP block: mouse IAP inhibition. 0.2% of 330,000 active. purified mouse IAP, CDP-Star luminescence, 30 min. inhibition, % at 10 µM;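 active = inhibition of at least 40% at 10 µM in the primary screen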;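 also: plate controls were DMSO with enzyme for no effect and no enzyme wells for full effect; values of inactives mirror those of a sister screen read the other way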
tim10-1 inh: tim10-1 yeast growth inhibition; S. cerevisiae tim10-1 ts strain growth, BacTiter-Glo, 24 h; inhibition, % at 20 µM; 2.2% of 330,000 active;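 active = inhibition of at least 40%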;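 also: mutant grown at 25 °C; 0% = DMSO wells with yeast and 100% = wells holding no yeast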
mIAP act: mouse IAP activation; 0.24% of 330,000 active; AID 2805; activation factor at 10 µM; muIAP, CDP-Star luminescence, 30 min; stronger effect = higher value; 1 = vehicle-only enzyme signal, 0 = enzyme-free wells;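 active = activation factor of at least 2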; also: the source names both 10 and 20 µM as test concentration; values of inactives mirror those of a sister screen read the other way
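Assay system: mouse IAP enzyme; reagent: chemiluminescent substrate CDP-Star; dosing: test compounds delivered from DMSO solution; schedule: 30 min at room temperature; measured by: luminescence from enzymatic CDP-Star hydrolysis; controls: DMSO-only wells and no-enzyme negative control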
Apaf-1 inh: human Apaf-1 inhibition. O14727. AID 489030. inhibition, % at 20 µM. 0.71% of 330,000 active. reconstituted apoptosome caspase-3 activity, DEVD-Rh110 fluorescence; active = inhibition of at least 40% at 20 µM;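 also: plate controls were DMSO wells for no effect and DEVD-CHO caspase inhibitor wells for full effect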
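Assay system – apoptosome proteins · Medium – Hepes buffer, pH 7.5 · Also added – cytochrome c with DEVD-Rh110 · Timing – 30 min compound preincubation, 50 min activation, room temperature · Detection – Rh110 fluorescence, excitation 480 nm, emission 540 nm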
TIM10 inh: TIM10 yeast growth inhibition; S. cerevisiae TIM10 strain growth, BacTiter-Glo luminescence, 24 h; inhibition, % at 10 µM; 1.4% of 330,000 active;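 active = inhibition of 40% or more at the single tested concentration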;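 also: wild-type TIM10 isogenic control strain grown at permissive 25 °C; 0% = DMSO yeast wells and 100% = minimal medium wells without yeast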
NALP3 yeast inh: NALP3 inhibition in yeast. Yeast reconstituted NLRP3/ASC/caspase-1, beta-gal luminescence, 24 h. inhibition, % at 10 µM. 0.39% of 330,000 active;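 active = inhibition of 50% or more; inactive = inhibition below 50%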;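 also: plate controls were induced DMSO wells for no effect and uninduced yeast grown without galactose for full effect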
hIAP inh: human IAP inhibition; P09923; purified IAP, CDP-Star luminescence, 30 min; 0.12% of 330,000 active; inhibition, % at 10 µM; AID 2544;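 active = inhibition reaching a set limit with compound at 10 µM in the primary screen, cut at about 35% in these data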;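 also: plate controls were DMSO wells with enzyme for no effect and no-enzyme buffer wells for full effect; values of inactives mirror those of a sister screen read the other way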
Target sequence (P09923 whole entry, looked up): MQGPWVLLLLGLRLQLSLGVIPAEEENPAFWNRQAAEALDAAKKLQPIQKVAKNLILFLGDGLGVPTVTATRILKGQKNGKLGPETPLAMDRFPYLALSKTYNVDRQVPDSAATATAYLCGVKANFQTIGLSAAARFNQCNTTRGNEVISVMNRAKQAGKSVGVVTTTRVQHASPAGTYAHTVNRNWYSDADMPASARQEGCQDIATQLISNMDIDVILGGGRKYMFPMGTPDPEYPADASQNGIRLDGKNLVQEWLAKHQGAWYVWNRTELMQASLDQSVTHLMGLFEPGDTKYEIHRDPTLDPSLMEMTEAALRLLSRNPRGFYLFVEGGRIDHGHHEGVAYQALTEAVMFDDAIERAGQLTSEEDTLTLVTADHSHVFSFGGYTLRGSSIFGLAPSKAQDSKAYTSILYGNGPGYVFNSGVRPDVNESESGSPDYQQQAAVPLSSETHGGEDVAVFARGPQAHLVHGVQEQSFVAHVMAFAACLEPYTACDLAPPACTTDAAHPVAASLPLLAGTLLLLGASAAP
hIAP act: human IAP activation. P09923. purified human IAP, CDP-Star luminescence, 30 min; stronger effect = higher value; 1 = vehicle-only enzyme, 0 = enzyme-free background. activation factor at 10 µM. 0.16% of 330,000 active;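 active = activation factor of the enzyme at least 2-fold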; also: the source names both 10 and 20 µM as test concentration; values of inactives mirror those of a sister screen read the other way
The depositor's hits bear a star.

molecule,tim10-1 inh,TIM10 inh,ATG4B inh,hIAP inh,mIAP block,hIAP act,NALP3 yeast inh,Apaf-1 inh,mIAP act
Cc1c(C#N)c(O)n(CCO)c(=O)c1N=Nc1ccc2c(c1)COC2=O,-12,10,-1,8,28,0.92,25,-15,0.72
N#Cc1nc(COc2cccc(Cl)c2)oc1N1CCN(c2ccccc2)CC1,22,18,1,9,5,0.91,8,-8,0.95
CN(C)S(=O)(=O)c1cc(NC(=O)CN2CCCc3ccccc32)ccc1Cl,4,9,-17,12,-6,0.88,4,11,1.1
CCOC(=O)c1cc(-c2ccccc2)nn1Cc1cc(CC)no1,-10,-26,15,5,21,0.95,35,21,0.79
CC(C)OCCCNC(=O)c1cc(S(=O)(=O)N2CCCCC2)c[nH]1,7,9,10,17,3,0.83,12,1,0.97
CCc1ccc(O)c(N=Cc2ccccc2O)c1,7,-3,16,-9,-2,1.1,11,-25,1
NS(=O)(=O)c1ccc(NC(=O)CSc2ccccn2)cc1,12,9,-7,8,-1,0.92,-1,-10,1
COc1ccc2cc(C)c3nnc(SCc4cccnc4)n3c2c1,41*,28,0,5,7,0.95,20,1,0.93
O=C(COC(=O)c1cc(S(=O)(=O)N2CCOCC2)ccc1Cl)NCc1ccco1,12,-1,1,-1,2,1,-2,-4,0.98
C#CCNC(=O)C1=C[C@H](c2ccc(C(F)(F)F)cc2)C[C@H](OCCCCO)O1,14,4,-8,0,4,1,-6,3,0.96
CCN(CC)S(=O)(=O)c1ccc(N2CCCCC2)c(NC(=O)/C=C/c2cc(OC)c(OC)c(OC)c2)c1,-2,-1,-4,0,6,1,-4,16,0.94
CCC(C)(C)n1nnnc1CN1CCC(NC(=O)c2ccccc2C)CC1,16,-8,-18,-1,-3,1,6,-3,1
Cc1cccc(NC(=O)CSc2nnc(-c3ccncc3)n2CC2CCCO2)c1 (centres undefined),-11,-9,1,3,2,0.97,3,-8,0.98
Cc1ccccc1NC(=O)/C(=C\c1cccs1)NC(=O)c1ccccc1,24,17,-2,15,-2,0.85,-9,9,1
COc1ccc(NC(=O)c2cc3ccccc3o2)cc1,-11,12,-7,-5,-5,1,55*,-4,1

An excerpt from above, limited to hIAP inh:
SMILES	hIAP inh
Cc1ccccc1NC(=O)/C(=C\c1cccs1)NC(=O)c1ccccc1	15
CCC(C)(C)n1nnnc1CN1CCC(NC(=O)c2ccccc2C)CC1	-1

Going on with the list:
molecule,tim10-1 inh,TIM10 inh,ATG4B inh,hIAP inh,mIAP block,hIAP act,NALP3 yeast inh,Apaf-1 inh,mIAP act
Cc1ccccc1-c1ccc(C(=O)Nc2cccc(F)c2)o1,4,25,9,-3,-1,1,27,14,1
O=C(NC(Cc1ccccc1)C(=O)O)/C(=C\c1cccc([N+](=O)[O-])c1)NC(=O)c1ccco1 (centres undefined),1,-4,3,-20,-2,1.2,16,12,1
Cc1ccccc1N(CC(=O)N/N=C/c1ccc(F)cc1)C(=O)c1ccccc1,-4,20,-4,12,0,0.88,0,30,1
Cc1ccc2nc(SCc3cccc([N+](=O)[O-])c3)nc(C)c2c1,16,7,-1,-22,12,1.2,2,13,0.88
COc1c(C)cc(NC(=O)c2ccc3c(c2)NC(=O)CO3)cc1C,10,-5,-10,6,-2,0.94,1,-11,1
CC(NC(=O)c1ccc(CS(C)(=O)=O)cc1)c1cccc2ccccc12 (centres undefined),7,-3,-8,8,8,0.92,28,6,0.92
O=C(O)CCCCCNC(=O)Cn1nnc2ccccc2c1=O,-11,-16,-6,-20,-13,1.2,-1,-8,1.1
C=C(C)C(=O)Nc1cccnc1Oc1ccc(F)cc1F,3,1,-1,-66,-16,1.7,10,-1,1.2
CCCCCCCCCCCCCCCC(=O)OC(CC(=O)O)C[N+](C)(C)C (centres undefined),64*,5,6,-2,5,1,57*,5,0.95
Cc1ccc(S(=O)(=O)N2CCOCC2)cc1NC(=O)CSc1nccn1C,-8,1,-1,-14,-13,1.1,5,-9,1.1
C[C@@H](C(=O)CC(=O)OC(C)(C)C)[C@@H](O)c1ccccc1,1,-4,-7,-14,-2,1.1,20,-1,1
O=C(O)CNS(=O)(=O)/C=C/c1ccccc1,0,1,-6,5,2,0.95,15,-6,0.98
COc1ccccc1NS(=O)(=O)c1ccc2c(c1)OCCO2,14,13,-5,8,-8,0.92,21,-4,1.1
COc1c(C)cc(Br)cc1C(=O)Nc1ccc(Cc2ccncc2)cc1,-17,-5,5,2,2,0.98,16,19,0.98
CC(C)n1c(Nc2ccccc2)nc2ccccc21,3,8,-11,-9,-7,1.1,11,8,1.1

Shown as a hit in NALP3 yeast inh, of those listed so far:
canonical_smiles	ATG4B inh	hIAP inh	mIAP block	hIAP act	NALP3 yeast inh	mIAP act
COc1ccc(NC(=O)c2cc3ccccc3o2)cc1	-7	-5	-5	1	55*	1
CCCCCCCCCCCCCCCC(=O)OC(CC(=O)O)C[N+](C)(C)C (centres undefined)	6	-2	5	1	57*	0.95

Further results follow.
molecule,tim10-1 inh,TIM10 inh,ATG4B inh,hIAP inh,mIAP block,hIAP act,NALP3 yeast inh,Apaf-1 inh,mIAP act
O=C(NCc1ccco1)c1cc(S(=O)(=O)N2CCCC2)ccc1Cl,-11,-1,-1,-11,6,1.1,-7,-3,0.94
CCOc1cccc2sc(N(CCN(C)C)C(=O)c3ccc4ccccc4c3)nc12,24,22,-6,11,16,0.89,27,19,0.84
CCNc1ncnc2c1cnn2C,7,-21,4,-8,-8,1.1,-8,7,1.1
COc1cc(NC(=O)C[n+]2ccc(C(=O)c3ccccc3)cc2)cc(OC)c1,-6,-6,-9,11,1,0.89,26,5,0.99
CC12CCC(C(=O)NCc3ccc(F)cc3)(OC1=O)C2(C)C (centres undefined),13,-1,-9,-1,-4,1,-8,-9,1
COc1cccc(CN(CC(=O)NCc2ccco2)C(=O)CNS(=O)(=O)c2ccccc2)c1,-4,12,-2,9,2,0.91,2,2,0.98
O=C1CC(/C=C/c2ccco2)=Nc2ccccc2N1,11,5,8,-13,19,1.1,19,18,0.81
C=CCc1c(C)nc(-c2ccccc2)nc1N/N=C/c1ccncc1,-15,-19,-7,-5,1,1.1,23,19,0.99
COCCCn1cn[nH]c1=S,0,-14,-7,10,-8,0.9,27,-5,1.1
Nc1ccc(OCC(O)C[n+]2ccc(CCS(=O)(=O)[O-])cc2)cc1 (centres undefined),-9,-13,-13,-3,-11,1,14,7,1.1
O=C(CSc1nncs1)NNC(=O)c1ccccc1Br,-2,-10,-2,-12,10,1.1,8,-9,0.9
O=C(NCC1CCCO1)C(=O)N/N=C/c1ccc(O)c(Cl)c1 (centres undefined),14,-4,-3,6,-2,0.94,-23,-6,1
COC(=O)c1ccc(NS(=O)(=O)c2ccc3[nH]c(=O)oc3c2)cc1,-10,7,3,-11,70*,1.1,8,2,0.3
COc1ccc(N2CCN(C(=O)C(=O)c3cn(CC(=O)N4CCCCCC4)c4ccccc34)CC2)cc1,2,4,-5,-31,4,1.3,17,4,0.95
COc1ccc(CCNC(=O)CSc2nc3cc(Cl)ccc3o2)cc1OC,12,-1,-10,-4,3,1,13,-1,0.97
CC(C)C(=O)Nc1cccc(-c2nc3ncccc3o2)c1,8,1,0,26,0,0.74,23,-7,1
Cc1cccc(NC(=O)C2C3C=CC(O3)C2C(=O)O)c1C (centres undefined),7,9,2,12,3,0.88,6,-3,0.97
CCc1c(C)sc(NC(=O)c2cc(C3CC3)on2)c1C#N,-5,-6,-12,8,7,0.92,45,7,0.93
CCCc1cc(=O)oc2cc(C)cc(OC(C)C(=O)NCc3ccccn3)c12 (centres undefined),20,1,1,-21,3,1.2,9,-16,0.97
CCOc1ccccc1N(CC(=O)NCCc1ccccc1)C(=O)CCC(=O)Nc1ccccn1,9,3,-9,1,2,0.99,19,5,0.98
CN1CCCCCC1=Nc1ccc([N+](=O)[O-])cc1,7,10,-4,16,-6,0.84,15,-8,1.1
O=C(CSCc1cccc(Cl)c1)N/N=C/c1ccc(OCC(=O)N2CCCCC2)cc1,15,3,3,16,0,0.84,20,3,1
O=C(/C=C/c1ccc(OCCCF)cc1)N1CCN(Cc2ccccc2)CC1,39,12,-3,18,-3,0.82,9,19,1
O=C1[C@@H]2C(c3cccnc3)=NO[C@@H]2C(=O)N1c1ccc(Cl)cc1Cl,0,6,-1,4,1,0.96,23,-11,0.99
COc1cc(OC)cc(C(=O)NCCS(=O)(=O)N2CCN(Cc3ccccc3)CC2)c1,10,3,-11,-10,4,1.1,12,-1,0.96
COc1ccc(OC)c(C2/C(=C(\O)c3ccc(OC)c(Cl)c3)C(=O)C(=O)N2CCN(C)C)c1 (centres undefined),5,6,-3,12,8,0.88,-8,1,0.92
O=C(Nc1ccc(Nc2ccncc2)cc1)c1ccc([N+](=O)[O-])cc1,-49,-16,-2,9,8,0.91,18,0,0.92
Cc1c(NC(=O)C(C)Sc2ccccc2)c(=O)n(-c2ccccc2)n1C (centres undefined),-12,-1,1,-3,4,1,7,-3,0.96
CCCCc1ccc(N/C(N)=N/c2nc(C)cc(C)n2)cc1,-79,-21,1,-97,-66,2,31,-9,1.7
CCOc1ccccc1N1CCN(C(=O)C2=CC=CN3CCS(=O)(=O)N=C23)CC1,-4,1,6,13,0,0.87,6,0,1
COc1ccc(-n2nc(C(=O)NCC(=O)NCC3COc4ccccc4O3)c3ccccc3c2=O)cc1OC (centres undefined),4,2,-44,3,-10,0.97,6,-7,1.1
N/N=C(\Cc1cscn1)c1ccc(O)cc1O,8,13,5,15,6,0.85,6,-18,0.94

Screening data from PubChem BioAssay.

No enrichment for hits. Share with any hit: about 4.5%.
